L3MBTL1 block – L3MBTL1 (human) inhibition; AlphaScreen L3MBTL1–H3K9me1 peptide binding; Potency, µM (doses to about 57.1 µM), without a hit: top-dose activity, negative = inhibition, hits mostly inhibitors; 0.66% of 230,000 active; active = well fitted inhibition curve with a large enough effect; inconclusive = small, poorly fitted or top-dose-only effect; inactive = no such curve, though single readings can be large or run the other way; also: nearly all actives have a fitted effect of over 60% in size
Target sequence (Q9Y468 whole entry, looked up): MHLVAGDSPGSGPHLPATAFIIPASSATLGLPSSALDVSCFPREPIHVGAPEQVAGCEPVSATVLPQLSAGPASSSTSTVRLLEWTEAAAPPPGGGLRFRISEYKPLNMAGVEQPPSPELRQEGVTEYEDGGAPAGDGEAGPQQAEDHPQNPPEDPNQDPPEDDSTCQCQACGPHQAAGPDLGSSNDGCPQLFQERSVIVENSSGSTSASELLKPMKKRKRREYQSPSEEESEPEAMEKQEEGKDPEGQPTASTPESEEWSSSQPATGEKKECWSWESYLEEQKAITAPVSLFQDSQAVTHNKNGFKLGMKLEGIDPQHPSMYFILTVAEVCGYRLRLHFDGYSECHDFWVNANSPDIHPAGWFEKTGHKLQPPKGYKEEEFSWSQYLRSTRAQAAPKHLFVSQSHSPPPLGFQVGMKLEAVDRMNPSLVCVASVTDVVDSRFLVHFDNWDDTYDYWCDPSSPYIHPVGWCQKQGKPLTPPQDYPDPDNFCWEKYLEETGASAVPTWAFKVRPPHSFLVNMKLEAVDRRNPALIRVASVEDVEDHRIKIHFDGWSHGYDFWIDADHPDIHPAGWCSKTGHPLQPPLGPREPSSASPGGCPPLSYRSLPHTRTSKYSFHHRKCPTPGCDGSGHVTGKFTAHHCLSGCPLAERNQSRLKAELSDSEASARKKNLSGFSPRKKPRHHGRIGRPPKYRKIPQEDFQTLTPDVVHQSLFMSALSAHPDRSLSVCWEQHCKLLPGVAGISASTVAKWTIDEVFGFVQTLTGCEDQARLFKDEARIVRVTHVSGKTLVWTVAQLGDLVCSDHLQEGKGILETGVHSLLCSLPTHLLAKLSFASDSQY
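Displacement of a biotinylated histone H3(1-15) peptide monomethylated at Lys9 (75 nM) from L3MBTL1 (50 nM) was measured by AlphaScreen after a 30 min room-temperature compound incubation; cefsulodin titration served as intraplate control.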
* marks the source's active call; other numbers are inactive results; ? = inconclusive. % is scaled to controls: 0 for no effect and ±100 for the full control effect; potency is read from the fitted curve at half-maximal effect.

SMILES | L3MBTL1 block
Cc1ccc(N)cc1NC(=O)CN1CCOCC1 | -7%
CCOc1ccc(N(C)S(=O)(=O)c2ccc(C)c(C(=O)NCCc3ccc(OC)cc3)c2)cc1 | 2%
Cc1ccc(NC(=O)CN2C(=O)NC3(CCCCC3)C2=O)cc1S(=O)(=O)N1CCOCC1 | -5%
CC(NC(=O)COC(=O)C1CCC1)c1ccccc1 (centres undefined) | 7%
CCOc1ccc(S(=O)(=O)N(CC)CC(=O)NC2CCS(=O)(=O)C2)cc1 (centres undefined) | 1%
CC(C)C[C@H](NC(=O)N1CCn2c1nc1ccccc12)C(=O)N[C@@H](Cc1ccccc1)C(=O)O | 2%
CC(C)[C@H](NC(=O)OCc1ccccc1)C(=O)OCC(=O)c1ccccc1 | 12%
CC(C)CCCN1C(Nc2ccccc2)=NC[C@@H]1Cc1ccccc1 | 10%
COc1cc(NC(=O)CSCC(=O)N(C)C2CCCCC2)cc(OC)c1 | -4%
Nn1c(SCC(=O)NC2CCCc3ccccc32)nnc1C1CC1 (centres undefined) | -10%
CC1(C)Oc2cc3oc(=O)ccc3cc2C[C@@H]1O | 4%
O=C(NCc1ccccn1)c1c(-c2ccccc2)sc2ccccc12 | 2%
O=C(Nc1cccc2ccccc12)NC1CCCCC1O (centres undefined) | 6%
CCOc1ccc(OCCC(=O)NNC(=O)c2ccccc2Cl)cc1 | -6%
CC(C)Cc1nc(Nc2ccccc2C#N)c2nnn(Cc3ccccc3)c2n1 | 9%
O=C(O)C(C(O)c1ccc([N+](=O)[O-])cc1)[n+]1ccccc1 (centres undefined) | 12%
COc1ccc(-c2oc3cccnc3c2C#CC2(O)CCCCC2)cc1 | 10%
Cc1nc(NC(=O)CCc2ccccc2)sc1C | -4%
CN(CCO)c1ccc(C=NNc2ccc([N+](=O)[O-])cc2S(=O)(=O)Nc2ccccc2C(=O)O)cc1 | ?
CCOC(=O)c1ccc(NC(=O)C2CCN(S(=O)(=O)c3c(C)nn(C)c3C)CC2)cc1 | -5%
COc1ccc(C(=O)NCCS(=O)(=O)N2CCN(C(=O)c3ccco3)CC2)cc1 | 12%
CCN(C[C@H]1N[C@@](CC)(C(=O)OC)[C@H]2C(=O)N(C)C(=O)[C@@H]12)C(=O)Nc1ccc(Cl)cc1 | 5%
Cn1c(Cc2cccs2)nnc1SCC(=O)Nc1ccc(F)cc1F | 7%
CCN(CC)CCNc1cc(C)c(C#N)c2nc3ccccc3n12 | -2%
CCN1CCN(c2ccc(NC(=O)c3cc(S(=O)(=O)N4CCCC4)ccc3Cl)cc2)CC1 | -10%
O=C(COC(=O)/C=C/c1ccc(Cl)cc1)NC1CC1 | 12%
CC(C)n1ncc2c(C(=O)NCCc3ccc(S(N)(=O)=O)cc3)cc(C3CC3)nc21 | -2%
Cc1ccc(-n2nc3c(c2NC(=O)CC(C)C)CS(=O)C3)cc1 (centres undefined) | -8%
CC(=O)Nc1ccc(NC(=O)CSc2nnc3ccc(-c4ccccn4)nn23)cc1 | -4%
O=C(Nc1cccc(N2C(=O)C=CC2=O)c1)c1cccs1 | 28µM*
Cc1ccc(CNC(=O)COC(=O)c2ccc(S(=O)(=O)NCc3ccco3)cc2)cc1 | -10%
Cc1c(Br)cnn1C(C)C(=O)N1CCN(c2ccccc2F)CC1 (centres undefined) | 2%
O=c1c2ccccc2ccc2ccccc12 | 9%
Cc1cccc(C(C)C)c1NC(=O)COC(=O)c1cc2ccccc2oc1=O | 3%
Cc1nnc(SC(C)C(=O)NCC2CCCO2)s1 (centres undefined) | -11%
COc1ccccc1C(=O)NCCC(=O)NCCCSc1ccccc1 | -1%
O=C(O)c1ccc2c(c1)C(=O)N(c1ccc(OCc3ccccc3)cc1)C2=O | -10%
O=C(NCCN1CCOCC1)c1cc(-c2ccc(F)cc2)nc2ccccc12 | 10%
CCCCn1c(N)c(N(CC(C)C)C(=O)CSCC(=O)Nc2cccc(C)c2)c(=O)[nH]c1=O | 7%
CCN(CC(=O)Nc1ccc2c(c1)OCCO2)C(=O)C1CC(=O)N(c2ccc(OC)cc2OC)C1 (centres undefined) | -8%
Cc1ccccc1C(=O)NCC(=O)OC(C)C(=O)NCc1ccco1 (centres undefined) | -5%
CCc1c(C)nc2c(-c3ccccc3OC)c(C)[nH]n2c1=O | -1%
COc1ccc(C(=O)OCC(=O)NC23CC4CC(CC(C4)C2)C3)c(OC)c1OC | 4%
CCN(CC(=O)Nc1ccccc1OC)C(=O)/C=C/c1cccs1 | -1%
CC1CCCCC12NC(=O)N(CC(=O)OCC(=O)N(C)C1CCCCC1)C2=O (centres undefined) | -5%
Cc1cc(C)nc(N2CCN(S(=O)(=O)c3ccc(F)cc3)CC2)n1 | 5%
O=C(CCc1nc(-c2ccc(F)cc2)no1)NCc1ccccc1CN1CCOCC1 | 4%
Cc1nc(SCCc2nc3ccccc3[nH]2)c2oc3ccccc3c2n1 | 11%
N=c1n(N)c2ccccc2n1CC(=O)c1ccc(Br)cc1 | 1%
CCOc1ccc(S(=O)(=O)N2CCN(C(=O)CN3C(=O)NC4(CCCC4)C3=O)CC2)cc1 | 8%
C[C@H]1CN=C(N(C)C)N1CCCCc1ccccc1 | -8%
C[C@@H]1CN([C@H](C)CO)C(=O)c2cc(NS(=O)(=O)c3ccc(F)cc3)ccc2O[C@@H]1CN(C)Cc1ccc(Cl)c(Cl)c1 | -11%
CC(C)[C@H](NC(=O)c1ccccc1)C(=O)Nc1cccc(S(=O)(=O)N2CCOCC2)c1 | -2%
COc1ccc(S(=O)(=O)N2CCN(C(=O)c3cc4c(s3)CCC4)CC2)cc1 | 3.5µM*
O=C(COC(=O)CC1CC2CCC1C2)Nc1ccc(Cl)c(S(=O)(=O)N2CCOCC2)c1 (centres undefined) | -7%
CN1CCN(S(=O)(=O)c2cccc(C(=O)N(C)C(c3ccccc3)c3ccccc3)c2)CC1 | -7%
C=CCn1c(SCC(=O)Nc2cccc(S(=O)(=O)N(C)c3ccccc3)c2)nnc1C1CC1 | -1%
Cc1cnc(C(=O)OCC(=O)Nc2ccc(OCc3ccccc3)cc2)cn1 | 1%
COc1ccccc1OCC(=O)Nc1cc(Cl)ccc1N1CCCCC1 | 11%
Cc1ccc(Nc2nnc(SCC(=O)c3c(N)n(C4CC4)c(=O)[nH]c3=O)s2)cc1C | -1%

(next part)
SMILES | L3MBTL1 block
N#Cc1ccccc1S(=O)(=O)N1CCN(CC(=O)Nc2ccnn2C2CCCC2)CC1 | 2%
CSc1cccc(N2CC(C(=O)Nc3cccc(S(=O)(=O)N4CCCC4)c3)CC2=O)c1 (centres undefined) | -9%
O=C(C[C@H]1C/C=C\C[C@H](NC(=O)OCC2c3ccccc3-c3ccccc32)C(=O)OC[C@H]2CCCN2C1=O)NCCO | 12%
CC1(C)CCC(=O)N2CC[C@H]3C[C@H](OC(=O)Nc4ccc5c(c4)OCO5)C[C@@H]1[C@H]32 | -6%
C[C@]12CC[C@H](O)CC1=CCC1C2CC[C@@]2(C)C1CCC21OCCO1 (some centres undefined) | 7%
CC(C)C[C@@H](C(=O)NCc1ccco1)N1C(=O)N2CCc3c([nH]c4ccccc34)[C@@]2(C)C1=O | -17%
c1ccc(CCNCCCOc2cccc3ccccc23)cc1 | 0%
Cc1cc(NC(=O)CSc2nnc(-c3cccc(F)c3)n2N)no1 | 0%
CC(=O)c1c(C)[nH]c(C(=O)COC(=O)c2cccs2)c1C | -8%
CCCCOc1ccc(NC(=O)CN2CCN(CC)CC2)cc1 | -1%
COc1ccc(-c2noc(CCCCC(=O)N3CCN(c4cc(C)ccc4C)CC3)n2)cc1 | 2%
COc1cc(C(=O)N2C(=O)CCC2=O)cc(OC)c1OC | -1%
COc1ccc(NC(=O)C2CCN(S(=O)(=O)c3cccs3)CC2)cc1OC | -5%
CCN(CC)C(=O)[C@H]1CC(CC(=O)NCCC2=CCCCC2)C(=O)N2CCc3c([nH]c4ccccc34)[C@]12C (some centres undefined) | -17%
CCOc1ccc(/C=C/C(=O)N(CC)CC(=O)Nc2ccc3c(c2)OCCO3)cc1OC | -8%
CSCCC(NC(=O)c1ccccc1)C(=O)N1CCN(C(=O)c2ccccc2)CC1 (centres undefined) | 3%
COc1cc(/C=C/C(=O)N(C)CC(=O)Nc2ccccc2SC)cc(OC)c1OC | -3%
CCCN(C(=O)Cc1coc2cc(C)c(C)cc12)c1c(N)n(Cc2ccccc2)c(=O)[nH]c1=O | 2%
Cc1cc(C)n(CC(=O)NNC(=O)c2cncc(Br)c2)n1 | 5%
O=S(=O)(NC1CC(NS(=O)(=O)OCC(Cl)(Cl)Cl)C2CCCCC12)OCC(Cl)(Cl)Cl (centres undefined) | 0%
COc1ccc(NC(=O)C2=CC(c3ccc(C)cc3)=NS(=O)(=O)N2C)cc1 | -15%
Cc1cc(C(=O)C(C)OC(=O)c2ccc(NC(=O)CC#N)cc2)c(C)n1-c1ccc(OC(F)F)cc1 (centres undefined) | -9%
COc1ccc(C(=O)NCCOc2cccc(Oc3ccccc3)c2)cc1OC | 1%
COc1ccc(OCCCC(=O)OC(C)C(=O)Nc2ccc(C)cc2)cc1 (centres undefined) | -4%
CC(C)Oc1ccc(C(=O)NCC(=O)N2CCN(S(=O)(=O)/C=C/c3ccccc3)CC2)cc1 | -2%
COC(=O)CCC(=O)N1CCCC(N2CCN(c3ccc(OC)cc3)CC2)C1 (centres undefined) | 2%
CCn1c(COC(=O)CNC(=O)c2cc(OC)c(OC)c(OC)c2)nc2cc(S(=O)(=O)N(C)C)ccc21 | -2%
CC(=O)NCC(=O)NC1CCCc2c1cnn2-c1ccc(C(C)(C)C)cc1 (centres undefined) | -2%
Fc1ccc(-c2ccc(NCCN3CCOCC3)nn2)cc1 | -1%
Cc1cc(C(=O)OCC(=O)Nc2ccccc2Br)c(C)o1 | -4%
CC(C)C(=O)NC(c1cccc([N+](=O)[O-])c1)c1ccc2cccnc2c1O (centres undefined) | ?
O=c1oc2ccccc2c2c1cnc1ccccc12 | 14%
O=C(NNC(=O)C1CCN(S(=O)(=O)c2c(Cl)cccc2Cl)CC1)c1ccccc1O | 8%
CC(=O)Nc1cccc(NC(=O)COc2ccc3c(c2)CCC3)c1 | -1%
COc1ccc(C(=O)COC(=O)c2ccccc2O)c(OC)c1 | 8.9µM*
CC[C@]12c3[nH]c4ccc(OC)cc4c3CCN1C(=O)C(CC(=O)NCc1cccc(C(F)(F)F)c1)C[C@@H]2C(=O)N1CCN(C(=O)c2ccco2)CC1 (some centres undefined) | -5%
COc1ccccc1S(=O)(=O)N1CCNC(=O)C1 | -1%
O=C(NC1CC(=O)N(c2ccccc2)C1)C1CC1 (centres undefined) | 3%
Cc1ccc(OCCNS(=O)(=O)c2ccc(Cl)cc2)cc1 | 5%
COc1ccc(C(=O)OCC(=O)Nc2sccc2C(N)=O)cc1[N+](=O)[O-] | -8%
CNC(=O)c1c(NC(=O)CCS(=O)(=O)c2ccc(Cl)cc2)sc2c1CCN(C(=O)OC)C2 | 0%
Cc1ccc(S(=O)(=O)N2C[C@@H]3[C@H]4CC[C@H](C4)[C@@H]3[C@@H](C)[C@@H]2c2ccn(Cc3ccccc3)c2)cc1 | -22%
O=C(CSCc1c(F)cccc1Cl)NCCc1ccccc1 | -3%
CC1CCC(NC(=O)CN2C(=O)C3CC=CCC3C2=O)CC1 (centres undefined) | 4%
CC(=O)Nc1ccc(NC(=O)C(NS(=O)(=O)c2ccc3c(c2)OCCO3)C(C)C)cc1 (centres undefined) | 4%
CC(C)C[C@@H](CO)N1CCN(C)CCC1=O | -6%
Cc1csc(NC(=O)c2oc3ccccc3c2C)n1 | -9%
CCCCCCCN1CCC(=O)N([C@H](CO)Cc2ccccc2)CC1 | -8%

17 compounds out of the list, ordered by molar mass, low to high.
SMILES | L3MBTL1 block
CC(C)C[C@@H](CO)N1CCN(C)CCC1=O | -6%
O=C(NC1CC(=O)N(c2ccccc2)C1)C1CC1 (centres undefined) | 3%
O=c1oc2ccccc2c2c1cnc1ccccc12 | 14%
COc1ccccc1S(=O)(=O)N1CCNC(=O)C1 | -1%
Fc1ccc(-c2ccc(NCCN3CCOCC3)nn2)cc1 | -1%
CC1CCC(NC(=O)CN2C(=O)C3CC=CCC3C2=O)CC1 (centres undefined) | 4%
COc1ccc(C(=O)COC(=O)c2ccccc2O)c(OC)c1 | 8.9µM*
CC(=O)Nc1cccc(NC(=O)COc2ccc3c(c2)CCC3)c1 | -1%
Cc1ccc(OCCNS(=O)(=O)c2ccc(Cl)cc2)cc1 | 5%
O=C(CSCc1c(F)cccc1Cl)NCCc1ccccc1 | -3%
CCCCCCCN1CCC(=O)N([C@H](CO)Cc2ccccc2)CC1 | -8%
Cc1cc(C(=O)OCC(=O)Nc2ccccc2Br)c(C)o1 | -4%
CC(C)C(=O)NC(c1cccc([N+](=O)[O-])c1)c1ccc2cccnc2c1O (centres undefined) | ?
COc1ccc(C(=O)OCC(=O)Nc2sccc2C(N)=O)cc1[N+](=O)[O-] | -8%
O=C(NNC(=O)C1CCN(S(=O)(=O)c2c(Cl)cccc2Cl)CC1)c1ccccc1O | 8%
Cc1ccc(S(=O)(=O)N2C[C@@H]3[C@H]4CC[C@H](C4)[C@@H]3[C@@H](C)[C@@H]2c2ccn(Cc3ccccc3)c2)cc1 | -22%
CC[C@]12c3[nH]c4ccc(OC)cc4c3CCN1C(=O)C(CC(=O)NCc1cccc(C(F)(F)F)c1)C[C@@H]2C(=O)N1CCN(C(=O)c2ccco2)CC1 (some centres undefined) | -5%

Not all compounds are listed; rates above refer to the full screens.
